Dengue virus CPE: Dengue virus cytopathic effect inhibitors, cell-based, CPE readout, HTS (AID 540333). CPE inhibition, % at 20 µM. 3.1% of 10,000 active. Dengue virus CPE inhibition in host cells; stronger effect = higher value; in the data active means CPE inhibition mostly above about 9.1%, no sharp cut-off; inactive means mostly below about 7.2%
Starred values were filed as active, the others as inactive. Only part of the results is shown; the hit share may differ from the screen's.

CCC(C)NC(=O)CO/N=C/c1ccccc1OC(F)F (configuration not stated) was read as Dengue virus CPE 0.1.
Screening N#CC1=C(S)N(c2ccccc2)C(c2ccc(-c3ccccc3Cl)o2)NC1=O (configuration not stated) returned Dengue virus CPE 1.1.
For OC(COCc1ccc(Cl)cc1)CN1CCc2ccccc2C1 (configuration not stated) the results were Dengue virus CPE 0.2.
For O=C(NCc1ccccc1)C1=C[C@@H](c2ccc(C(F)(F)F)cc2)C[C@@H](OCCCCO)O1 the results were Dengue virus CPE 4.3.
`COC(=O)C(CCCCNC(=O)c1ccc([N+](=O)[O-])cc1)NC(=O)c1ccc([N+](=O)[O-])cc1` (configuration not stated) gave Dengue virus CPE 0.5.
For Cc1ccc(S(=O)(=O)Nc2cc(=O)[nH]c(SCc3ccccc3Cl)n2)cc1 the results were Dengue virus CPE inactive.
Screening Cc1ccc(N=Cc2cc3c(cc2O)OC(N)=C(C#N)C3c2ccccc2)cc1 (configuration not stated) returned Dengue virus CPE 23.4*.
`O=C(NCCC1=CCCCC1)c1ccc([N+](=O)[O-])cc1` gave Dengue virus CPE 0.2.
`CN1/C(=C\C(=S)NC(=O)c2cccc(Br)c2)C(C)(C)c2ccccc21` gave Dengue virus CPE 3.9.
For COc1cccc(NC(=S)N(CCN(C)C)C(C)c2ccco2)c1 (configuration not stated) the results were Dengue virus CPE 0.1.
O=C(N/N=C/c1ccco1)C1COc2ccccc2O1 (configuration not stated) was read as Dengue virus CPE inactive.
Screening CC(=O)N1N=C(c2ccc(Br)cc2)OC1(C)CC(=O)Nc1ccccc1 (configuration not stated) returned Dengue virus CPE 4.7.
For O=C1C(Cc2ccc(Br)cc2)SC(=Nc2ccccc2)N1c1ccccc1 (configuration not stated) the results were Dengue virus CPE 12.3*.
For O=C1NC(=O)C(CC(=O)N(Cc2cccs2)C2(C(=O)NC3CCCC3)CCCCC2)N1 (configuration not stated) the results were Dengue virus CPE 0.0.
Screening COc1ccccc1-c1nnc(NC(=O)C2=COCCO2)o1 returned Dengue virus CPE 0.3.
`O=C(NC(CO)Cc1ccccc1)c1ccccc1` (configuration not stated) gave Dengue virus CPE inactive.
Screening CC[C@H](C)C(N)c1cn(C(CCCN=C(N)N)C(=O)N2CCNCC2)nn1 (some centres not stated) returned Dengue virus CPE 0.6.
Screening O=C1/C(=C\c2ccco2)SC(=S)N1c1ccccc1 returned Dengue virus CPE 4.8.
Cc1c(Cl)cccc1NC(=O)CCC(=O)NNC(=O)c1ccccc1 was read as Dengue virus CPE 0.4.
Screening O=C(N/N=C/c1ccc2c(c1)OCO2)c1cc(-c2ccncc2)nc2ccccc12 returned Dengue virus CPE 1.3.
For COc1ccc(NC(=S)N2CCc3ccccc3C2)cc1 the results were Dengue virus CPE 1.7.
`COc1ccc(NC(=S)c2ccc(N(C)C)cc2)cc1` gave Dengue virus CPE 0.3.
For CC(C)(C)c1nnc(NC(=O)Cc2ccc(Br)cc2)s1 the results were Dengue virus CPE 0.1.
For Cn1cnc([N+](=O)[O-])c1Oc1ccccc1 the results were Dengue virus CPE 0.8.
For CCCCN=C1C([N+](=O)[O-])=CC=C2C1=NC1(CCCCC1)N2O the results were Dengue virus CPE inactive.
Screening COc1cc(C=O)ccc1OCCCOc1ccc([N+](=O)[O-])cc1 returned Dengue virus CPE 7.1.
Screening Fc1ccc(Nc2ccnc(Nc3ccc(F)cc3)n2)cc1 returned Dengue virus CPE 3.3.
For CCOc1ccc(C2NC(=O)c3sc(=S)n(-c4ccccc4)c3N2)cc1 (configuration not stated) the results were Dengue virus CPE inactive.
CC(N)=Nc1ccc([N+](=O)[O-])cc1 was read as Dengue virus CPE 0.1.
CNC(=O)CN(c1cc([N+](=O)[O-])ccc1OC)S(C)(=O)=O was read as Dengue virus CPE 1.3.
`C=CCNC(=S)N/N=C/c1ccc(N(CC)Cc2ccccc2)cc1` gave Dengue virus CPE 28.3*.
N#Cc1ccc(C2=CC(=O)C[C@H](c3ccc4c(c3)OCO4)C2)cc1 was read as Dengue virus CPE 0.5.
For CN(c1ccccc1)S(=O)(=O)c1ccc(Cl)c(C(=O)NCCc2c[nH]c3ccccc23)c1 the results were Dengue virus CPE 2.4.
`CCC(=O)Nc1ccc(C(=O)NNC(=O)C(c2ccccc2)c2ccccc2)cc1` gave Dengue virus CPE 0.7.
For CC1CCCC(C)N1C(=O)C1CCCCC1 (configuration not stated) the results were Dengue virus CPE inactive.
For O=C1C=C(c2ccc3ncccc3c2)C[C@@H](c2ccc(F)cc2)C1 the results were Dengue virus CPE 0.3.
`Cc1cc(C)nc(N/N=C/C2=C(N3CCOCC3)C(=C\c3ccc(Cl)cc3)/CC2)n1` gave Dengue virus CPE 15.6*.
For Cc1ccc(-c2nc3ccccc3[nH]2)cc1NC(=O)c1sc2cc(Cl)ccc2c1Cl the results were Dengue virus CPE 0.7.
`O=C(N/N=C/c1c[nH]c2ccccc12)C1COc2ccccc2O1` (configuration not stated) gave Dengue virus CPE 2.4.
`Cc1cc(NC(=O)C2CC(=O)N(c3ccccc3)C2)no1` (configuration not stated) gave Dengue virus CPE 0.5.
For Cc1nnc(SCC(=O)Nc2ccc(-c3nc4ccccc4s3)cc2)s1 the results were Dengue virus CPE inactive.
Screening COc1cc(C)c(NC(=S)Nc2cccc(Cl)c2C)cc1OC returned Dengue virus CPE 0.2.
`O=C(CNS(=O)(=O)c1ccccc1)N/N=C\c1ccc(Cl)cc1` gave Dengue virus CPE 0.1.
CCC(NC(=S)Nc1ccccc1)C(=O)O (configuration not stated) was read as Dengue virus CPE 0.4.
`Cc1cccc(NC2=C/C(=N/S(=O)(=O)c3cccs3)c3ccccc3C2=O)c1` gave Dengue virus CPE 3.6.
`Cc1nc(NC(=O)c2ccc([N+](=O)[O-])cc2Cl)sc1C(=O)N(C)C` gave Dengue virus CPE inactive.
Screening COc1cc2c(cc1OC)-c1cc3ccc4c(c3c[n+]1CC2)OCO4 returned Dengue virus CPE 0.5.
CCN(CC)c1ccc(/C=N/NS(=O)(=O)c2cccc([N+](=O)[O-])c2)cc1 was read as Dengue virus CPE inactive.
`CCc1cc(OCCOCCN(C)C)ccc1Cl` gave Dengue virus CPE 0.9.
`Cc1[nH]c2ccccc2c1/C=N/NC(=O)c1cccc(S(=O)(=O)Nc2ccccc2Cl)c1` gave Dengue virus CPE inactive.
Cc1ccc(OCC(=O)c2cc(C)n(-c3ccccc3)c2C)c([N+](=O)[O-])n1 was read as Dengue virus CPE 3.7.
`CCC1CCC(c2nnc(-c3ccc(Br)cc3)o2)CC1` (configuration not stated) gave Dengue virus CPE 0.2.
`CC(C)CN(C(=O)CN1CCOCC1)c1c(N)n(CC(C)C)c(=O)[nH]c1=O` gave Dengue virus CPE inactive.
For COc1ccc(S(=O)(=O)Nc2ccccc2OC)cc1NC(=O)Cc1cccs1 the results were Dengue virus CPE inactive.
CCOc1cc(N2CCOCC2)c(OCC)cc1NC(=O)COC(=O)c1cc2ccccc2cc1O was read as Dengue virus CPE 1.0.
For COc1ccc([N+](=O)[O-])cc1NC(=O)C(C)N(C)Cc1cccc(OC)c1OC (configuration not stated) the results were Dengue virus CPE 1.3.
Cc1ccc(-c2cc(C(=O)O)c3cc(Br)ccc3n2)o1 was read as Dengue virus CPE inactive.
Cc1nn(Cc2ccc(F)cc2)c2sc(C(=O)Nc3ccc(N4CCOCC4)cc3N3CCOCC3)cc12 was read as Dengue virus CPE 0.4.
For C=CCn1c(-c2sccc2C)n[nH]c1=S the results were Dengue virus CPE 0.2.
Screening COc1ccc(C(=O)NCc2nnc(SCC(=O)Nc3nc4ccccc4s3)o2)cc1 returned Dengue virus CPE 0.4.
Screening CCC(C)NCCCCOc1ccc(Cl)cc1C (configuration not stated) returned Dengue virus CPE inactive.
Cn1c(C=O)c(C#CC(C)(C)O)c2ccccc21 was read as Dengue virus CPE 5.0.
`CC(=O)Nc1ccc(NC(=S)NC(=O)c2cc3ccccc3o2)cc1` gave Dengue virus CPE 1.8.
For CCS(=O)(=O)N1Cc2ccccc2CC1C(=O)Nc1nnc(SCc2ccc(F)cc2)s1 (configuration not stated) the results were Dengue virus CPE inactive.
OC(COCc1cccs1)CN1CCN(c2cccc(C(F)(F)F)c2)CC1 (configuration not stated) was read as Dengue virus CPE inactive.
`CC(C(=O)NC1CCCc2ccccc21)N1CCN(c2ccc(F)cc2)CC1` (configuration not stated) gave Dengue virus CPE 0.3.
Screening O=C(CN1C(=O)C2C3C=CC(C4CC34)C2C1=O)OCC(=O)c1ccccc1 (configuration not stated) returned Dengue virus CPE 0.3.
For O=c1c2c([N+](=O)[O-])cc([N+](=O)[O-])cc2sn1-c1ccc(Br)cc1 the results were Dengue virus CPE inactive.
`Cc1nc2cc(C(=O)N3CCc4ccccc43)ccc2n1-c1ccc(F)c(F)c1` gave Dengue virus CPE inactive.
Screening NC(N)=N/N=C/c1cc([N+](=O)[O-])ccc1O returned Dengue virus CPE 3.9.
COc1ccc(S(=O)(=O)N2CCOCC2)cc1NC(=O)CO/N=C/c1ccccc1OC(F)F was read as Dengue virus CPE inactive.
`CCOC(=O)c1ccc(C(=O)OCC)c(NC(=S)Nc2ccc([N+](=O)[O-])cc2OC)c1` gave Dengue virus CPE 1.6.
`N#Cc1ccsc1NC(=O)CN1CCN(S(=O)(=O)c2cc(Cl)ccc2Cl)CC1` gave Dengue virus CPE 2.0.
For O=C(Nc1ccccc1Oc1ccccc1)C1CCCC1 the results were Dengue virus CPE inactive.
COc1cc(NC(=O)/C=C/c2ccccc2[N+](=O)[O-])cc(OC)c1 was read as Dengue virus CPE inactive.
Screening CCN(CC)C(=O)Cn1c(=O)c2ccccc2n2c(=S)sc(-c3cccc(C)c3)c12 returned Dengue virus CPE inactive.
Screening Cc1cccc[n+]1CC(=O)/C=C1\N(C)c2ccccc2C1(C)C returned Dengue virus CPE 4.9.
CCOc1ccc(C(=O)Nc2cccc(-c3nc4ccccc4[nH]3)c2C)cc1[N+](=O)[O-] was read as Dengue virus CPE 1.9.
For O=C(COc1ccc2c(-c3ccccc3)cc(=O)oc2c1)NCc1cccs1 the results were Dengue virus CPE 0.7.
`CC(C)Cn1c(-c2ccc(Br)o2)n[nH]c1=S` gave Dengue virus CPE inactive.
`O=C(NCc1ccco1)c1cc(-c2ccccc2)nn1CC1CC(c2cccnc2)=NO1` (configuration not stated) gave Dengue virus CPE inactive.
For COc1cc([N+](=O)[O-])cc(/C=N/NC(=O)C(C)Nc2cccc3ccccc23)c1O (configuration not stated) the results were Dengue virus CPE inactive.
O=C1C2C3C=CC(CC3)C2C(=O)N1/N=C/c1ccc(O)c(O)c1 (configuration not stated) was read as Dengue virus CPE inactive.
For CCOc1ccc(NCc2ccccc2OCc2cccc(F)c2)cc1 the results were Dengue virus CPE inactive.
For CS/C(=N\S(=O)(=O)c1cccs1)Nc1ccc(F)cc1 the results were Dengue virus CPE 0.3.
Cc1ccc(N/N=C(\C#N)C(N)=S)c(C)c1 was read as Dengue virus CPE 4.9.
Screening COc1ccc(N2CCN(Cc3cc(OC)c(O)c([N+](=O)[O-])c3)CC2)cc1 returned Dengue virus CPE 1.4.
O=C(CCCc1nc2ccccc2s1)NC(c1ccccc1)c1ccccc1 was read as Dengue virus CPE 6.3.
For CN(CC(=O)Nc1ccc(Cl)c(Cl)c1)C(=O)/C=C/c1ccc(F)cc1 the results were Dengue virus CPE 0.9.
For O=C(CNC(=O)c1ccc(Cl)cc1)NCC(F)(F)F the results were Dengue virus CPE inactive.
`O=C(Nc1cccc([N+](=O)[O-])c1)c1ccncc1` gave Dengue virus CPE 0.4.
Cc1ccc2nc(-c3ccc(NC(=O)CN4C(=O)c5ccccc5C4=O)cc3)sc2c1 was read as Dengue virus CPE 4.2.
`O=C(NN=C1c2ccccc2-c2ccccc21)c1cccc(Br)c1` gave Dengue virus CPE 9.5.
CCOC(=O)/C(=C\c1c[nH]c2ccccc12)NC(C)=O was read as Dengue virus CPE 0.0.
For Cc1c(C(=O)N/N=C/c2cccs2)nc2ccccn12 the results were Dengue virus CPE 0.7.
Cc1nn(C)c(C(=O)Nc2cccc(CN3CCOCC3)c2)c1Br was read as Dengue virus CPE 0.5.

In the list so far, 14 contain fluorine:
CCC(C)NC(=O)CO/N=C/c1ccccc1OC(F)F (configuration not stated) was read as Dengue virus CPE 0.1.
For O=C(NCc1ccccc1)C1=C[C@@H](c2ccc(C(F)(F)F)cc2)C[C@@H](OCCCCO)O1 the results were Dengue virus CPE 4.3.
Screening Fc1ccc(Nc2ccnc(Nc3ccc(F)cc3)n2)cc1 returned Dengue virus CPE 3.3.
For O=C1C=C(c2ccc3ncccc3c2)C[C@@H](c2ccc(F)cc2)C1 the results were Dengue virus CPE 0.3.
Cc1nn(Cc2ccc(F)cc2)c2sc(C(=O)Nc3ccc(N4CCOCC4)cc3N3CCOCC3)cc12 was read as Dengue virus CPE 0.4.
For CCS(=O)(=O)N1Cc2ccccc2CC1C(=O)Nc1nnc(SCc2ccc(F)cc2)s1 (configuration not stated) the results were Dengue virus CPE inactive.
OC(COCc1cccs1)CN1CCN(c2cccc(C(F)(F)F)c2)CC1 (configuration not stated) was read as Dengue virus CPE inactive.
`CC(C(=O)NC1CCCc2ccccc21)N1CCN(c2ccc(F)cc2)CC1` (configuration not stated) gave Dengue virus CPE 0.3.
`Cc1nc2cc(C(=O)N3CCc4ccccc43)ccc2n1-c1ccc(F)c(F)c1` gave Dengue virus CPE inactive.
COc1ccc(S(=O)(=O)N2CCOCC2)cc1NC(=O)CO/N=C/c1ccccc1OC(F)F was read as Dengue virus CPE inactive.
For CCOc1ccc(NCc2ccccc2OCc2cccc(F)c2)cc1 the results were Dengue virus CPE inactive.
For CS/C(=N\S(=O)(=O)c1cccs1)Nc1ccc(F)cc1 the results were Dengue virus CPE 0.3.
For CN(CC(=O)Nc1ccc(Cl)c(Cl)c1)C(=O)/C=C/c1ccc(F)cc1 the results were Dengue virus CPE 0.9.
For O=C(CNC(=O)c1ccc(Cl)cc1)NCC(F)(F)F the results were Dengue virus CPE inactive.

Screens (PubChem)
